# Assay outcomes deposited in PubChem BioAssay by several laboratories.
# MBD2 DNA inh: inhibitors of human MBD2 binding to methylated oligonucleotide. 370,000 tested, 0.31% active. Q9UBB5. inhibition, % at 4.4 µM. TR-FRET; in the data active = inhibition above about 13%
# Target sequence (Q9UBB5 whole entry, looked up): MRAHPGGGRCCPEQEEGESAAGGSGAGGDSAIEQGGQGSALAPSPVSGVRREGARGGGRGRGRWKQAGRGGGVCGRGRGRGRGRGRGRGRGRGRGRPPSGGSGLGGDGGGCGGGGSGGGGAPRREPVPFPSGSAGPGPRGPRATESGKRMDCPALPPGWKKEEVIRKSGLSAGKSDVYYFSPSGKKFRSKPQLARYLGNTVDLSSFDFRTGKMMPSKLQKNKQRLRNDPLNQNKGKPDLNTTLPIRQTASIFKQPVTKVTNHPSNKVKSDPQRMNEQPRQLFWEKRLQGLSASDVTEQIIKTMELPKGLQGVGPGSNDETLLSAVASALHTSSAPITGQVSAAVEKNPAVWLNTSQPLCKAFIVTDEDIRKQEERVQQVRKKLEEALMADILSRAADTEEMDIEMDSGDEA
# TCR-CD3 inh: inhibitors of human TCR-CD3 interaction | TAMRA-labeled TCR probe fluorescence, biochemical | inhibition, % at 9.4 µM | 360,000 tested, 0.37% active; in the data active = inhibition above about 19%;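 also: recombinant mutant TCR 2C K166C tagged with TAMRA read by polarization; 0% = receptor in buffer alone and 100% = receptor with positive control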
# PG9 Ab binder: small molecules binding HIV-1 gp120 antibody PG9 | TR-FRET gp120-PG9 antibody binding | inhibition, % at 6.7 µM | 360,000 tested, 0.43% active | AID 624416; in the data active = inhibition above about 8.5%
# Rev-erbA mod: modulators of human Rev-erb alpha DNA binding; Rev-erbα–FITC-DNA binding, fluorescence polarization, 90 min; activity, % at 10 µM; 370,000 tested, 0.79% active; AID 1259318;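 active = activity above about 14%, limit read from the data; passing the limit was not always enough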;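 also: 0% = DMSO wells with 35 nM protein and 100% = DMSO wells with 750 nM protein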
# HTRA1 inhibitor: blocks human HTRA1 serine peptidase; Q92743; recombinant HTRA1, FP-rhodamine activity-based probe, fluorescence polarization; inhibition, % at 5.96 µM; 340,000 tested, 0.5% active; AID 504803; in the data active = inhibition above about 36%;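 also: 0% = enzyme with DMSO and 100% = wells lacking enzyme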
# UHRF1 MBD2 ctr: human UHRF1 methylated DNA binding inhibitors; inhibition, % at 4.4 µM; 370,000 tested, 0.75% active; UHRF1 binding to methylated oligo, TR-FRET; in the data active = inhibition above about 21%;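 also: UHRF1 SRA domain binding a hemimethylated CpG hairpin DNA probe; 0% = median of test compound wells and 100% = reference inhibitor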
# ABHD4 inh: inhibitors of mouse ABHD4. inhibition, % at 8.92 µM. 370,000 tested, 0.54% active. Q8VD66. purified mABHD4, FP-Rh probe fluorescence polarization. AID 720543;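 active = inhibition exceeding the mean over every tested compound plus 3 SD, cut at about 30% in these data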;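 also: 0% = plate median of compound wells and 100% = S159A mutant with DMSO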
#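 Test system: mABHD4 protein; Read-out basis: % inhibition; Incubation: 45 min + 60 min at 25 °C; Repeats: single replicate; Technique: fluorescence polarization with parallel and perpendicular emission, 525/598 nm; Compound: 8.92 µM, single dose; Benchmarks: full inhibition S159A mutant plus DMSO, zero as sample-well median.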
# LEDGF integ inh: blocks HIV-1 LEDGF/p75-dependent DNA integration; TR-FRET IN-LEDGF/p75 DNA integration, Eu/Cy5; inhibition, % at 3.7 µM; 370,000 tested, 0.64% active; AID 743269;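 active = inhibition above the screen-wide mean plus 3 SD, cut at about 13% in these data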;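 also: signal is the Cy5 over europium emission ratio at 671 and 618 nm; 0% = plate median of compound wells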
# PRMT1 inh: inhibitors of human PRMT1. recombinant PRMT1, activity-based probe fluorescence polarization. inhibition, % at 2.79 µM. 370,000 tested, 1.3% active;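 active = inhibition above about 21% made by adding two undisclosed values, limit read from the data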
# Target sequence (Q99873 whole entry, looked up): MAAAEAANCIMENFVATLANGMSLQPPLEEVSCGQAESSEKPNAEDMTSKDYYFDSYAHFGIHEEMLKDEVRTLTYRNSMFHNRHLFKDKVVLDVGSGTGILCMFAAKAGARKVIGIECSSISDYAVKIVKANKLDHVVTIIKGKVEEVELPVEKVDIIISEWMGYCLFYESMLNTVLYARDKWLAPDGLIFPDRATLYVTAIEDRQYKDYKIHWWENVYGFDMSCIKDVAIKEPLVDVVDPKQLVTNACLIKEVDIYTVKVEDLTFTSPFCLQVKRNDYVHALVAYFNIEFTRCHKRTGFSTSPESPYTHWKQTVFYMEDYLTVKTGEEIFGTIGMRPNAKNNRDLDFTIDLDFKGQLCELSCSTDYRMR
# rCAG binder: molecules binding r(CAG) RNA repeats. inhibition, % at 3 µM. AID 651821. r(CAG) RNA repeat, TO-PRO-1 dye displacement fluorescence. 370,000 tested, 1.3% active;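 active = inhibition above the plate cutoff, the mean of all test compounds on that plate plus 3 SD, cut at about 35% in these data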;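 also: 0% = DMSO alone and 100% = 100 µM mitoxantrone as full dye displacement; higher means more dye released from RNA so lower well fluorescence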
# The depositor's hits bear a star; / = no result given. A portion of the library; count on the stated rates, not on these rows.
SMILES,MBD2 DNA inh,TCR-CD3 inh,PG9 Ab binder,Rev-erbA mod,HTRA1 inhibitor,UHRF1 MBD2 ctr,ABHD4 inh,LEDGF integ inh,PRMT1 inh,rCAG binder
COCCn1c(C)cc(C(=O)COC(=O)c2c(C)nn(Cc3ccccc3)c2C)c1C,5,5,-1.6,-8,-8,6,-4,3,3,-9
CCC1=Nc2cc(C(=O)NCCN3CCCC3)ccc2Sc2ccc(C)cc21,-3,6,-2.4,-3,-27,-3,6,1,2,1
COc1ccc(N(C)S(=O)(=O)c2cccc(C(=O)Nc3nc4ccccc4[nH]3)c2)cc1,1,-2,-1.5,2,-25,0,-8,-2,0,9
CC1=N/C(=C\c2ccc([N+](=O)[O-])cc2)C(=O)N1c1ccc(Br)c(C)c1,8,-6,0.5,3,-19,2,-10,0,0,10
CCCCN1C(=O)C(=O)c2cc(Cl)ccc21,-2,-4,0.7,-1,-3,-2,-1,3,-1,5
S=C(Nc1ccc(Nc2ccccc2)cc1)Nc1ccccn1,2,0,-5.6,-5,38*,3,6,7,23*,6
COc1ccc(CC(=O)N2CCc3cc(OC)c(OC)cc3C2)cc1,-4,-7,-0.3,0,-3,1,5,-6,-1,1
COc1cc(C(=O)NCC(c2cccs2)N(C)C)cc(Cl)c1OC(C)C (stereo not drawn),-1,9,-0.1,1,-6,-1,7,2,0,-9
O=c1[nH]c2c(c3c1CCCC3)CCCC2,3,-4,-1.6,3,11,2,6,2,2,-4
CCCCN(C)C(=O)c1nc2ccccn2c1CN(C)Cc1csc(C)n1,3,6,-1.6,-2,5,8,5,-3,-1,-7
CC(C)C[C@@H](CNCC(=O)[C@H](CC(C)C)NC(=O)c1[nH]cnc1C(=O)N[C@@H](C)CN)NC(=O)c1nc[nH]c1C(=O)N[C@@H](CC(C)C)C(=O)O,-3,-1,-1.0,-7,3,2,6,-4,4,-1
O=C(COc1c(Br)cc(Br)c2cccnc12)Nc1ccccc1F,-7,-1,1.6,5,27,-1,14,6,-4,13
CCOc1ccc(S(=O)(=O)Nc2cccc(C(=O)NCC(c3ccco3)N3CCCC3)c2)cc1 (stereo not drawn),4,3,1.5,8,-1,0,4,-5,3,9
COc1cc(NC(=S)N(C)CCC#N)c(OC)cc1Cl,4,0,-0.9,-8,4,-3,-1,-1,-5,6
O=S(=O)(Nc1ccc(O)c2ccccc12)c1cccs1,-6,4,-4.5,4,24,0,46*,26*,16,24
Clc1ccccc1Sc1cnc2ccccc2n1,3,6,5.4,11,-2,5,-8,2,0,2
CC(C)(C)C(CO)NC(=O)c1ccc[nH]1 (stereo not drawn),-1,-1,0.5,4,-4,0,11,0,0,3
CC(C)(C)c1ccccc1OCC(=O)Nc1ccccc1C(=O)NCc1cccnc1,-3,-1,0.5,6,-21,0,-3,6,-1,-4
O=C(O)c1cccc(N2C(=O)c3ccc(C(=O)c4cccc([N+](=O)[O-])c4)cc3C2=O)c1,-4,2,0.5,3,5,0,4,-3,1,3
COc1ccc(/C(C)=N/NC(=O)Cc2ccc(Cl)cc2)cc1,1,-4,0.0,-12,1,0,2,-2,1,-1
Cc1cc(N2CC(C)OC(C)C2)nc2ccccc12 (stereo not drawn),5,5,-0.3,0,2,13,-1,-2,0,-3
CCOC(=O)c1c(C)[nH]c(C(=O)C(C)OC(=O)c2cccc(OCc3c(C)noc3C)c2)c1C (stereo not drawn),5,1,-4.0,6,-56,-2,-40,4,-1,0
c1ccc(Cn2ccnc2C2OCCO2)cc1,0,2,-0.5,4,-1,0,1,1,-1,0
N#Cc1ccccc1S(=O)(=O)N1CCC(C(=O)Nc2cccc(C(=O)NC3CC3)c2)CC1,4,6,-1.1,-4,6,0,-1,-1,-3,-1
Cc1ccc(OCc2cc(C(=O)N(C)Cc3cc(C4CC4)n[nH]3)no2)cc1C,-1,0,-0.1,4,-5,0,-3,-1,-2,-3
Cc1nnc2n(-c3ccccc3)c(=O)c3c4c(sc3n12)COC(C)(C)C4,4,-4,0.0,-2,-2,1,-1,2,2,-4
O=C(CSc1nc2c(c(=O)n1-c1ccc(Br)cc1)SCC2)NCc1ccco1,-2,-3,-0.1,/,-2,3,8,-4,2,4
Cc1ccc(CNC(=O)CCc2c(C)nn(-c3ccc(N4CCOCC4)nn3)c2C)cc1,7,-7,1.5,-2,1,1,-7,-1,0,-8
Brc1ccccc1-c1nc2c3ccccc3ncn2n1,-3,-2,-1.7,0,-16,1,-10,3,-2,5
O=S(=O)(c1ccc(Cl)cc1)N1CCN(Cc2c[nH]c3ccccc23)CC1,4,2,0.1,1,6,-2,-3,6,-2,0
Cc1ccc(C)c(NC(=O)N2CCCCCC2)c1,1,4,-0.8,7,-5,-1,-7,0,-2,-1
CN(CC(=O)Nc1ccc(F)cc1)CC(=O)N(C)C1(C#N)CCCCC1,6,-6,1.8,-3,4,1,-2,-8,2,2
O=C(CN1C(=O)NC2(CCCC2)C1=O)NCCN1C(=O)S/C(=C\c2ccccc2F)C1=O,0,4,-0.5,-9,-1,0,8,0,1,-2
Cc1nc2c(sc3nc4c(cc32)COC(C)(C)C4)c(=O)o1,0,5,1.5,2,-3,1,8,-3,2,6
CC(C)Sc1nc(N)c2c3c(sc2n1)CN(C)CC3,3,-1,1.1,1,2,0,4,5,6,10
CCCCOc1cccc(C(=O)N(Cc2ccccc2)C2CCS(=O)(=O)C2)c1 (stereo not drawn),1,-6,-1.8,6,0,1,1,-4,0,-7
COc1ccc(-n2nc(C(=O)NCC(=O)Nc3cc(OC)ccc3OC)c3ccccc3c2=O)cc1,6,-1,-0.1,4,-18,2,-24,-6,5,17
Cc1cc(C)cc(OCC(=O)Nc2ccc(CN3CCCCC3)cc2)c1,10,-1,-0.1,-5,-1,5,-12,-4,4,-4
CCOCCCN(C(=O)Nc1ccc(CC)cc1)C1CCN(C(C)=O)CC1,1,0,-0.7,7,-3,0,1,-3,-4,-8
CC1(C(=O)NS(=O)(=O)C2CC2)CCCN(C(=O)c2cccs2)C1 (stereo not drawn),2,0,-1.6,-8,/,-2,-1,3,-4,3
CCc1n(CC(O)COCc2ccccc2)c2ccccc2[n+]1C (stereo not drawn),0,3,-0.9,-4,8,4,-3,-2,0,-5
Cc1cc2c(cc1S(=O)(=O)Nc1ccc(F)cc1)n(C)c(=O)c(=O)n2C,-2,9,-0.5,8,-2,-1,11,2,0,1
Cc1ccccc1NC(=O)CSc1nc2ccc(Nc3nc(N4CCOCC4)nc(N4CCOCC4)n3)cc2s1,-3,-2,-1.9,8,-3,2,-6,4,-3,5
COc1cccc(OC)c1C(=O)n1nc(C)cc1C,0,5,-1.8,-8,2,0,-6,4,1,0
Nc1c(Cl)ncnc1N1CCCC1,-2,-8,-0.4,-3,1,-2,-2,0,2,2
CC1CCCN(c2ccc(F)cc2N)C1 (stereo not drawn),3,-1,0.3,0,11,8,5,7,-3,1
Cc1ccc(-c2nn(-c3ccccn3)c(=O)c3ccccc23)cc1,6,6,-0.5,-2,-1,-1,-4,1,-1,-6
COC(=O)CSC1=C(C#N)C(c2ccc(F)cc2)CC(=O)N1 (stereo not drawn),-5,9,-0.7,-1,-3,0,-3,6,1,2
O=C(NCCc1c[nH]c2ccccc12)c1cnccn1,-3,8,1.6,-2,4,5,4,-2,1,2
CCOC(=O)[C@]12CCC=C1N(Cc1ccc(Cl)cc1Cl)C(=O)[C@H](CC(=O)N1CCC(c3ccccc3)CC1)C2,-3,9,-0.9,-2,/,-1,-1,3,-6,10
CCOC(=O)C1(Cc2cccc(F)c2)CCN(Cc2nc(CC)[nH]c2C)CC1,1,-3,-3.3,10,18,-1,0,-2,-2,-6
COc1cc(C2C(C(C)=O)=C(O)C(=O)N2CCc2c[nH]c3ccccc23)ccc1O (stereo not drawn),-4,5,-4.1,4,7,0,14,-6,7,10
COc1ccc(NS(=O)(=O)c2cccc(C(=O)NNC(=O)CNC(=O)c3cccc(C)c3)c2)cc1,-2,1,1.7,-7,-3,-2,1,-4,0,13
COc1ccc(NC(=O)NNC(=O)C(C)Oc2ccc3ccccc3c2)cc1 (stereo not drawn),-2,8,-1.1,-2,-4,-1,-7,4,-1,-2
Fc1ccc(Cl)cc1/C=N/n1cnnc1SCc1ccccc1,4,0,-0.8,-2,-14,-2,-15,-1,-2,-5
CC(C)(C)c1cc(NC(=O)c2c(F)cccc2Cl)n(-c2ccccc2)n1,4,5,-2.2,2,-13,-1,-10,0,-1,-3
O=S(=O)(c1ccc(Br)cc1)c1cnc2ccccc2n1,-1,4,-2.4,-4,-4,2,2,0,1,-3
CCCCC(c1nnnn1CC1CCCO1)N1CCN(c2ccccc2)CC1 (stereo not drawn),0,1,-0.5,0,-1,0,2,0,-2,-7
CC1CCCCN1C(=O)Cn1cc(C=O)c2ccccc21 (stereo not drawn),1,3,0.2,-3,8,-2,0,-1,1,-2
O=C1c2oc3ccc(Br)cc3c(=O)c2C(c2cccc(F)c2)N1CCO (stereo not drawn),6,-3,1.8,-4,-8,7,2,1,2,3
# Other entries
SMILES,MBD2 DNA inh,TCR-CD3 inh,PG9 Ab binder,Rev-erbA mod,HTRA1 inhibitor,UHRF1 MBD2 ctr,ABHD4 inh,LEDGF integ inh,PRMT1 inh,rCAG binder
Cc1cc(SCC(=O)N2CCCC2)nc2ccccc12,-1,10,0.3,1,8,4,-3,-1,-1,-2
CCC(C)Nc1nc(N)c([N+](=O)[O-])c(NCc2ccccc2)n1 (stereo not drawn),-1,-5,-1.4,3,-42,2,-10,-9,6,-1
COc1cc(C)nc(NCc2ccccc2)n1,3,9,-1.7,1,-1,-2,1,-3,-1,0
CCCCN(C(=O)CCC(=O)Nc1cc(C)on1)C(C(=O)NC(C)(C)CC)c1cccc(OC)c1OC (stereo not drawn),1,8,-1.1,-5,-6,2,0,2,-1,-9
O=C1c2ccccc2C(=O)N1CCSc1nnc(-c2ccco2)n1Cc1ccccc1,4,-6,-1.1,-1,1,5,-1,0,13,4
CSc1nc2c(c(=O)[nH]1)C(c1ccccc1)C1=C(CC(C)(C)CC1=O)N2 (stereo not drawn),-4,1,-0.2,-5,/,1,0,-4,1,-1
Cn1cc(S(=O)(=O)NCc2ccc3c(c2)OCO3)c(C(F)(F)F)n1,1,1,-1.8,-3,2,2,-2,0,-4,1
CCCCOC(=O)n1c(=O)oc2ccccc21,0,-10,-1.1,-4,2,4,-6,-3,1,1
CCOc1nc(-c2ccccc2Cl)ccc1C#N,0,-2,2.4,0,-7,0,1,-2,0,-3
Cn1c(=O)[nH]c2ncn(C)c2c1=O,10,-2,-0.5,4,-1,4,-16,-5,7,0
Cc1noc(C)c1C(=O)Nc1sc(C)c(C)c1C#N,-6,-18,-3.2,3,3,-1,-19,3,11,-1

# Some of the entries so far, field by field.
Cn1cc(S(=O)(=O)NCc2ccc3c(c2)OCO3)c(C(F)(F)F)n1
  MBD2 DNA inh: 1	TCR-CD3 inh: 1	PG9 Ab binder: -1.8	Rev-erbA mod: -3	HTRA1 inhibitor: 2	UHRF1 MBD2 ctr: 2	ABHD4 inh: -2	LEDGF integ inh: 0	PRMT1 inh: -4	rCAG binder: 1

CCCCOC(=O)n1c(=O)oc2ccccc21
  MBD2 DNA inh: 0	TCR-CD3 inh: -10	PG9 Ab binder: -1.1	Rev-erbA mod: -4	HTRA1 inhibitor: 2	UHRF1 MBD2 ctr: 4	ABHD4 inh: -6	LEDGF integ inh: -3	PRMT1 inh: 1	rCAG binder: 1

CCOc1nc(-c2ccccc2Cl)ccc1C#N
  MBD2 DNA inh: 0	TCR-CD3 inh: -2	PG9 Ab binder: 2.4	Rev-erbA mod: 0	HTRA1 inhibitor: -7	UHRF1 MBD2 ctr: 0	ABHD4 inh: 1	LEDGF integ inh: -2	PRMT1 inh: 0	rCAG binder: -3
